Kir21 inh – inhibitors of mouse Kir2.1 inward-rectifier potassium channel | P35561 | actives 0.85% (n = 310,000) | B-score at 10 µM | HEK293-Kir2.1, FluxOR thallium flux fluorescence; hits give low values;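 active means fluorescence ratio B-score at or below minus 3 SD of library scores, with starting-brightness B-score within 2 SD, cut at about -4.2 in these data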;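 further: channel flux triggered by added potassium and thallium sulfate stimulus; B-score of peak minus minimum fluorescence over baseline after thallium stimulus; more negative B-score means stronger Kir2.1 block with less thallium influx; some compounds called inactive have numbers as strong as hits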
Target sequence (P35561 whole entry, looked up): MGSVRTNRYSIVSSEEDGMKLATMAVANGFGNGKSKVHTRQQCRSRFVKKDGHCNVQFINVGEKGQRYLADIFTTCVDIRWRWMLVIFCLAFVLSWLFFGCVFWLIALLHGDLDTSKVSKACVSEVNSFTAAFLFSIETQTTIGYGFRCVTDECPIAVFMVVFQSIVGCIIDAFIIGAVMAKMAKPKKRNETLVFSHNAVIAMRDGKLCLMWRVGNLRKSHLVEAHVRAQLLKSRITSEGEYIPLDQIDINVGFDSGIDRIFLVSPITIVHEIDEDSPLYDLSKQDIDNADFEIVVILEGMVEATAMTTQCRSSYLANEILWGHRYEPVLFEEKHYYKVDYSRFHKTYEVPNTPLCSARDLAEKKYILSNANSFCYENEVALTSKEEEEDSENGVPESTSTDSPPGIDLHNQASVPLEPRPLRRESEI
STK33 kinase inh – blocks human STK33 kinase activity; purified STK33, MBP phosphorylation, ADP-Glo luminescence; inhibition, % at 10 µM; actives 0.073% (n = 320,000);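 active means inhibition at or above 25%, using the most active replicate where run in duplicate; inactive means inhibition below 25%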
Target sequence (Q9BYT3 whole entry, looked up): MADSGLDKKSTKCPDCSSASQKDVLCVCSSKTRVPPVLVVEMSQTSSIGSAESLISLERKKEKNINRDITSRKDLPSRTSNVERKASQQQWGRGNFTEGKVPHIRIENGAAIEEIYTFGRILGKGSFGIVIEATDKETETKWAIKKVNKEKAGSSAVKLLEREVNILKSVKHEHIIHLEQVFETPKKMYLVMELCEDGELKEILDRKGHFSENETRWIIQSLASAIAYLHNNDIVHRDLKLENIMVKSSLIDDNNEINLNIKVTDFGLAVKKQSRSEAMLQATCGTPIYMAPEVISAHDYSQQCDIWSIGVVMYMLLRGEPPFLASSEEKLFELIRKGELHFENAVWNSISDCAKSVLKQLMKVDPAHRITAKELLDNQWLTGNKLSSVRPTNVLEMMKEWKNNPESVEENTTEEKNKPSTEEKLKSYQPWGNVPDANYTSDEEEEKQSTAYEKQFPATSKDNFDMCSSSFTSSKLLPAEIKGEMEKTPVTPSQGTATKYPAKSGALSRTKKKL
KCNQ2 block – KCNQ2 potassium channel inhibitors, primary screen, cell-based, CHO-K1, FluxOR thallium flux, B-score (AID 2156) | O88943 | 20 min; hits give low values | B-score at 10 µM | actives 1.1% (n = 310,000);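 active means fluorescence ratio B-score at most minus 3 library SDs, with starting brightness B-score within 2 library SDs, cut at about -5.5 in these data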
Starred values were filed as active, the others as inactive; i = inactive; . = no result given.

Kir21 inh,STK33 kinase inh,KCNQ2 block,SMILES
-2.07,0.7,i,CCN(CC)CCNC(=O)c1ccc(N2CCCCC2)c(NS(=O)(=O)c2ccc(C)cc2)c1
0.85,-2.3,i,CCc1cccc(CC)c1NC(=S)/C(=C(\[O-])c1ccc(Cl)s1)[n+]1ccccc1
0.11,1.3,i,NC(=O)[C@@H]1CC2(CC(c3cccc(NC(=O)[C@H]4CCC(=O)N4)c3)=NO2)CN1C(=O)COc1ccc(Cl)cc1 (stereo not given in full)
1.16,-0.3,i,Cc1oc2ccc(O)cc2c1C(=O)c1ccc(Cl)cc1
-0.87,-0.8,i,O=C(NCCCN1CCN(c2cccc(Cl)c2)CC1)C1(S(=O)(=O)c2ccc(Cl)cc2)CC1
2.29,0.3,i,COc1ccc(CCNCc2cc3ccc(C)cc3[nH]c2=O)cc1OC
-0.33,-1.5,i,CC1Cc2ccccc2N1C(=O)CO/N=C/c1ccc(OC(F)F)cc1 (stereo not given)
1.06,-1.0,i,COC(=O)c1cccc(/C=N/NC(N)=S)c1O
-1.24,-0.6,i,O=C(CCc1ccccn1)N1CCCC(Nc2cccc(F)c2)C1 (stereo not given)
-1.23,-1.1,i,COc1ccc(Cl)cc1NC(=S)NCCN1CCOCC1

Just KCNQ2 block and STK33 kinase inh, for 2 of the compounds above:
| compound | KCNQ2 block | STK33 kinase inh |
| --- | --- | --- |
| CCc1cccc(CC)c1NC(=S)/C(=C(\[O-])c1ccc(Cl)s1)[n+]1ccccc1 | i | -2.3 |
| NC(=O)[C@@H]1CC2(CC(c3cccc(NC(=O)[C@H]4CCC(=O)N4)c3)=NO2)CN1C(=O)COc1ccc(Cl)cc1 (stereo not given in full) | i | 1.3 |

Remaining list, next part
Kir21 inh,STK33 kinase inh,KCNQ2 block,SMILES
0.7,-1.2,i,O=C(O/N=C1\CCCc2ccccc21)c1cccc(Cl)c1
2.06,6.2,i,CCC(C)C1Nc2ccc(C(=O)NCc3ccc4c(c3)OCO4)cc2NC1=O (stereo not given)
-0.02,0.3,i,CC1(C)CC(NC(=O)C23CCC(C)(C(=O)C2)C3(C)C)CC(C)(C)N1 (stereo not given)
-0.02,-1.2,i,Cc1ccc(C(=O)C(C)OC(=O)CCN=C2NS(=O)(=O)c3ccccc32)cc1 (stereo not given)
0.78,-0.1,i,Clc1ccc2[nH]c3c(c2c1)CNCC3
1.14,-0.8,i,NS(=O)(=O)c1ccc(NC(=O)CCC(=O)c2ccc(Cl)s2)cc1
-0.34,-1.0,i,CCN(CCCNC(=O)c1cn(CC)c2ccc(S(=O)(=O)N(C)C)cc2c1=O)c1cccc(C)c1
0.87,-1.8,i,Cc1cccc(NC(=O)C2CCCN2S(=O)(=O)c2ccc(F)cc2)c1C (stereo not given)
0.26,-0.8,i,CCc1ccc(Nc2ccc(S(=O)(=O)N3CCOCC3)cc2[N+](=O)[O-])cc1
-0.43,-0.4,i,COc1ccc(C(=O)NC(=S)NNC(=O)c2c(-c3ccccc3)noc2C)cc1
-0.99,-0.2,i,CC(C)[C@H](NC(=O)OCc1ccccc1)C(=O)OCc1cc(=O)oc2cc(O)ccc12
0.13,-0.8,i,COc1ccc(S(=O)(=O)N2CCC(C(=O)NCc3ccccn3)CC2)cc1C
-1.22,1.0,i,O=S(=O)(Nn1cnnc1)c1ccccc1Cl
0.25,-0.2,i,CCC(C(=O)NC1CCCC1)N(C(=O)Cn1nnc(-c2ccc(OC)c(OC)c2)n1)c1cccc(O)c1 (stereo not given)
-0.7,-0.5,i,Cc1cccc(CN2CCN(C(=O)c3cccc4ccccc34)CC2)c1
-0.53,-2.1,i,CC(Sc1ccc2c(c1)OCCO2)C(=O)Nc1ccc(N2CCOCC2)cc1 (stereo not given)
-1.55,1.3,i,CN(C)c1ccc(/C=C2\SC(=O)N(CCc3nnc(N)s3)C2=O)cc1
-1.56,-1.6,i,O=C(NC(=S)NCCN1CCOCC1)c1ccc(F)cc1
-2.33,-0.5,i,NC(=O)CSc1nnc(COc2ccccc2)n1CCc1ccccc1
0.7,-1.0,i,COc1ccc(NC(=O)CN(C)C(=O)c2ccc3c(c2)S(=O)(=O)N=C2CCCCCN23)cc1
-1.64,-1.1,i,Cc1ccc(-c2cc(C(F)F)n3ncc(C(=O)Nc4ccc(S(=O)(=O)Nc5ccccc5C)cc4)c3n2)cc1
2.13,-3.1,i,COc1ccc(S(=O)(=O)NC(CC(=O)NCCc2ccc(OC)c(OC)c2)C(C)C)cc1 (stereo not given)
0.12,-2.2,i,COCCNC(=O)C(=O)Nc1ccc2c(c1)N(S(=O)(=O)c1cccs1)CCC2
3.4,0.1,i,CCOC(=O)N1CCN(c2c(NCc3ccc(N(C)C)cc3)c(=O)c2=O)CC1
-2.08,.,i,Cc1cc(C)n(-c2ccc(C(=O)N3CCC(CO)(Cc4ccccc4)CC3)cc2)n1
0.66,-2.4,i,O=C(NNC(=O)c1ccccc1-n1cccc1)c1ccc(Cl)c(Cl)c1
-0.05,3.5,i,C[N+]1(C)CCC(OC(=O)C(O)(c2ccccc2)C2CCCC2)C1 (stereo not given)
-1.4,-1.3,i,CC1(C)CC(=O)C2=C(C1)N(CC1CCCO1)C(=O)C2(O)C(F)(F)F (stereo not given)
-1.61,1.0,i,COc1ccc(OCC(=O)N2CCN(c3cccc(C(F)(F)F)c3)CC2)cc1
-0.36,-0.3,i,Cn1cccc1C(=O)NC(=O)COC(=O)c1cc(S(=O)(=O)N2CCCCC2)ccc1Cl
0.74,0.0,i,COc1ccc(S(=O)(=O)N2CCCOC2CNC(=O)C(=O)NCCCN2CCOCC2)cc1C (stereo not given)
0.93,-0.1,i,CCNC1=C(Cl)C(=O)c2ccccc2C1=O
3.02,-0.7,i,Cc1ccc(S(=O)(=O)N2c3ccccc3NC(=O)CC2C)cc1 (stereo not given)
-2.07,-2.1,i,CN(Cc1ccccc1)C(=O)CN1C(=O)c2ccccc2S1(=O)=O
-0.02,-1.5,i,CCOc1ccc(NC(=S)Nc2ccc(F)cc2)cc1
1.01,-6.0,i,O=C1c2ccccc2C(=O)N1CC#CCN1CCN(C(c2ccccc2)c2ccccc2)CC1
1.76,0.4,i,COC(=O)c1cccc(NC(=O)CSc2nnc(COc3ccc(C#N)cc3)n2-c2ccccc2)c1
-3.45,-0.9,i,COc1cc2nc(N(CCCN(C)C)C(=O)c3ccc(S(=O)(=O)N(C)C4CCCCC4)cc3)sc2cc1OC
0.46,0.4,i,Cc1ccc(C(=O)NCc2nc3ccccc3[nH]2)o1
-6.91*,-3.8,i,O=C(NC(Nc1ncc(S(=O)(=O)c2ccc([N+](=O)[O-])cc2)s1)(C(F)(F)F)C(F)(F)F)c1ccc(Cl)cc1

Compound profiles, from the list above.
`CN(C)c1ccc(/C=C2\SC(=O)N(CCc3nnc(N)s3)C2=O)cc1` in the list: Kir21 inh = -1.55; STK33 kinase inh = 1.3; KCNQ2 block = i
`Cc1cccc(CN2CCN(C(=O)c3cccc4ccccc34)CC2)c1` in the list: Kir21 inh = -0.7; STK33 kinase inh = -0.5; KCNQ2 block = i

Additional records follow.
Kir21 inh,STK33 kinase inh,KCNQ2 block,SMILES
-0.95,-6.2,i,O=S(=O)(c1ccc(NC(=S)NCc2cccnc2)cc1)N1CCCCC1
0.02,-1.1,i,Cn1nnnc1CCOCCc1nnnn1C
2.28,-0.6,i,O=C(/C=C/NNC(=O)c1ccccc1)c1ccccc1
0.27,-2.1,i,O=C(c1csc2c1CCCC2)N1CCN(c2cccc(C(F)(F)F)c2)CC1
0.42,0.0,i,CCCCn1c(=N)n(CC(=O)c2ccco2)c2ccccc21
1.93,-0.3,i,CS(=O)(=O)Cc1ccc(C(=O)NCC2(N3CCCCC3)CCCCC2)cc1
0.82,0.3,i,COCCn1c(-c2ccccc2)csc1=Nc1cccnc1
0.02,-0.5,i,CCC(=O)N1c2ccc(S(=O)(=O)CCC(=O)Nc3nccs3)cc2CC1C (stereo not given)
0.28,-1.3,i,Cc1ccc(NC(=O)CSc2nc3c(cc2C#N)C(=O)CCC3)cc1S(=O)(=O)N(C)C
0,1.9,-8.22*,COc1cc(OC)cc(C(=O)NCCCCc2ccccc2)c1

Retrieved one by one from above, 3 records:
Kir21 inh,STK33 kinase inh,KCNQ2 block,SMILES
0,1.9,-8.22*,COc1cc(OC)cc(C(=O)NCCCCc2ccccc2)c1
1.93,-0.3,i,CS(=O)(=O)Cc1ccc(C(=O)NCC2(N3CCCCC3)CCCCC2)cc1
0.42,0.0,i,CCCCn1c(=N)n(CC(=O)c2ccco2)c2ccccc21

As entered above:
Kir21 inh result of COCCn1c(-c2ccccc2)csc1=Nc1cccnc1 stands at 0.82
Kir21 inh result of CS(=O)(=O)Cc1ccc(C(=O)NCC2(N3CCCCC3)CCCCC2)cc1 stands at 1.93
STK33 kinase inh result of CCC(=O)N1c2ccc(S(=O)(=O)CCC(=O)Nc3nccs3)cc2CC1C (stereo not given) stands at -0.5
STK33 kinase inh result of Cn1nnnc1CCOCCc1nnnn1C stands at -1.1

Further entries:
Kir21 inh,STK33 kinase inh,KCNQ2 block,SMILES
1.74,.,i,CC1CN(c2ccc(Cl)cc2)c2nc3c(c(=O)[nH]c(=O)n3C)n2C1 (stereo not given)
-1.57,-0.2,i,CC(=O)c1ccc(NC(=O)CN(C)CC(=O)Nc2cccc(F)c2)cc1
0.59,0.3,i,COc1ccc(CSC2=CS(=O)(=O)c3ccccc3N2)cc1
-0.76,-1.8,i,CCOC(=O)N1CCC(Nc2c(NCCN3CCN(Cc4ccccc4)CC3)c(=O)c2=O)CC1
0.5,-2.9,i,COc1ccc2[nH]c(=O)c(CN(C(C)=O)c3cccc(C)c3)cc2c1
0.06,0.6,i,Cc1nc2nc(C)c(CCC(=O)N3CCc4ccccc43)c(C)n2n1
-0.92,-0.8,i,N#Cc1ccc(C(c2nnnn2C2CCCC2)N2CCC(Cc3ccccc3)CC2)cc1 (stereo not given)
-2.11,-1.9,i,COc1cccc(CNCCNC(=O)c2ccco2)c1OC
-1.56,-1.0,i,CC1(CCc2ccccc2)NC(=O)N(CC(=O)N2CCCCCC2)C1=O (stereo not given)
-0.23,-1.0,i,COCCCNC(=O)C1C2C=CC3(CN(Cc4ccc(C)cc4)C(=O)C13)O2 (stereo not given)
-0.16,-0.5,i,N#CCCCSc1nnc(CSc2nc3ccccc3s2)n1-c1ccccc1
-0.66,-0.5,i,Cc1ccc(C)c2[nH]c(=O)c(CN(CC3CCCO3)S(=O)(=O)c3ccc4c(c3)OCCO4)cc12 (stereo not given)
-0.91,-1.5,i,CCOC(=O)c1ccc(NC(=O)CSCC(=O)OCC(=O)c2ccccc2)cc1
1.05,-0.6,i,CC(OC(=O)CNC(=O)c1ccc(Cl)cc1)C(=O)NC1CCCCC1C (stereo not given)
-1.92,-1.2,i,N#Cc1ccc(OCC(=O)NCCc2ccccn2)cc1
0.55,0.2,i,O=C(C1CCCN(Cc2ccccc2)C1)N1CCCCC1 (stereo not given)
0.07,-0.8,i,CC(C)c1ccc(C2N3CC4([N+](=O)[O-])CN2CC([N+](=O)[O-])(C3)C4(C)C)cc1 (stereo not given)
-2.33,-1.8,i,COc1ccc(C2(CNC(=O)CCC(=O)O)CCCC2)cc1OC
1.69,-2.5,i,CC(C)CNC(=O)c1ccc(Cl)c(N)c1
-1.11,-0.9,i,O=Cc1ccccc1-c1cn(CCCOCc2ccccc2)nn1
-1,-0.9,i,CC(C)(C)c1cccc(Oc2nn[nH]n2)c1
-0.93,-3.0,i,O=C(O)c1cc(-n2[nH]c(=O)c3ccccc3c2=O)ccc1Cl
-0.39,3.9,i,CCCc1nc2oc3c(NCCN4CCOCC4)ncnc3c2c2c1CCCC2
0.12,-0.5,i,Cc1cc(C)cc(NC(=O)CSc2ccccc2)c1
0.43,-0.3,i,CC(C)(C)c1ccc(OCC(=O)O)cc1
-0.7,-1.1,i,c1ccc(OCCOCCSc2ncccn2)cc1
-2.81,0.2,i,CCn1c(SCC(=O)OC(C)C)nnc1-c1cccc(Cl)c1
-0.5,-0.9,i,COc1ccc(NC(=O)CC2SC(=NCC3CCCO3)NC2=O)c([N+](=O)[O-])c1 (stereo not given)
-0.25,-0.3,i,COc1cc(/C=N/Nc2nc3ccccc3[nH]2)ccc1O
0.02,-0.7,i,C[C@@H]1C2CC(C/C2=N\NC(=O)c2ccncc2)C1(C)C (stereo not given in full)
1.11,49.1*,i,Oc1ccc(Nc2nc(-c3ccccc3O)nc3ccccc23)cc1
1.39,-1.6,i,CCOc1ccc(OCC(=O)NCCS(=O)(=O)N2CCN(c3ccc(F)cc3)CC2)cc1
-0.22,-1.1,i,CC(NC(=O)NNC(N)=S)(C(F)(F)F)C(F)(F)F
1.24,-1.2,i,O=C(Nc1ccc2ccccc2c1)/C(=C/c1cccc(Br)c1)NC(=O)c1ccco1
0.67,-0.4,i,Cc1cc(=O)n2nc(N3CCCC(C(=O)NCCc4ccc(Cl)cc4)C3)sc2n1 (stereo not given)
1.56,-0.7,i,Cc1ccc(S(=O)(=O)N2CC3(C)CN(S(=O)(=O)c4ccc(C)cc4)CC(C)(C2)C3=O)cc1
-0.99,-1.2,i,Cc1cc(C)cc(OCC(=O)Nc2ccc3c(c2)C(=O)c2ccccc2C3=O)c1
-0.85,-1.7,i,CC1(C)CC2CC(C)(CN2CC(O)COc2ccccc2)C1 (stereo not given)
1.13,-2.0,-7.48*,COc1cccc(Oc2ccc(C(F)(F)F)cc2NC(=O)C2=COCCO2)c1
-1.16,0.5,i,O=C(Oc1c(Cl)cc(Cl)c2cccnc12)N1CCCCC1
-0.54,-0.8,i,Cc1ccc2sc(N(CCCN(C)C)C(=O)c3nc4ccccc4s3)nc2c1C
1.46,6.6,i,COC(=O)c1ccc(NC(=O)N2CCCC(C(=O)c3ccccc3OC)C2)cc1 (stereo not given)
-2.7,-0.8,i,CCN1CCN(c2nnc(-c3ccc(F)cc3)c3ccccc23)CC1

Compounds as they come (roughly 1.9% active in at least one column).
